Screens from PubChem BioAssay.
KDM5B inhibitor = Primary screen for KDM5B Histone Demethylases FDH-coupled qHTS; 2.6% of 220,000 active; Lysine-specific demethylase 5B (Homo sapiens), Q9UGL1; Potency, µM (top dose mostly 57.7 µM), without a hit: at the highest dose activity change, negative = inhibition, most hits filed as inhibitors; KDM5B demethylase, FDH-coupled NADH fluorescence (FDH is formaldehyde dehydrogenase); active means well fitted inhibition curve with a large enough effect; inconclusive means small, poorly fitted or top-dose-only effect; inactive means no such curve, though single readings can be large or run the other way; further: 0% is about no effect; nearly all actives have a fitted effect of over 70% in size
Target sequence (Q9UGL1 whole entry, looked up): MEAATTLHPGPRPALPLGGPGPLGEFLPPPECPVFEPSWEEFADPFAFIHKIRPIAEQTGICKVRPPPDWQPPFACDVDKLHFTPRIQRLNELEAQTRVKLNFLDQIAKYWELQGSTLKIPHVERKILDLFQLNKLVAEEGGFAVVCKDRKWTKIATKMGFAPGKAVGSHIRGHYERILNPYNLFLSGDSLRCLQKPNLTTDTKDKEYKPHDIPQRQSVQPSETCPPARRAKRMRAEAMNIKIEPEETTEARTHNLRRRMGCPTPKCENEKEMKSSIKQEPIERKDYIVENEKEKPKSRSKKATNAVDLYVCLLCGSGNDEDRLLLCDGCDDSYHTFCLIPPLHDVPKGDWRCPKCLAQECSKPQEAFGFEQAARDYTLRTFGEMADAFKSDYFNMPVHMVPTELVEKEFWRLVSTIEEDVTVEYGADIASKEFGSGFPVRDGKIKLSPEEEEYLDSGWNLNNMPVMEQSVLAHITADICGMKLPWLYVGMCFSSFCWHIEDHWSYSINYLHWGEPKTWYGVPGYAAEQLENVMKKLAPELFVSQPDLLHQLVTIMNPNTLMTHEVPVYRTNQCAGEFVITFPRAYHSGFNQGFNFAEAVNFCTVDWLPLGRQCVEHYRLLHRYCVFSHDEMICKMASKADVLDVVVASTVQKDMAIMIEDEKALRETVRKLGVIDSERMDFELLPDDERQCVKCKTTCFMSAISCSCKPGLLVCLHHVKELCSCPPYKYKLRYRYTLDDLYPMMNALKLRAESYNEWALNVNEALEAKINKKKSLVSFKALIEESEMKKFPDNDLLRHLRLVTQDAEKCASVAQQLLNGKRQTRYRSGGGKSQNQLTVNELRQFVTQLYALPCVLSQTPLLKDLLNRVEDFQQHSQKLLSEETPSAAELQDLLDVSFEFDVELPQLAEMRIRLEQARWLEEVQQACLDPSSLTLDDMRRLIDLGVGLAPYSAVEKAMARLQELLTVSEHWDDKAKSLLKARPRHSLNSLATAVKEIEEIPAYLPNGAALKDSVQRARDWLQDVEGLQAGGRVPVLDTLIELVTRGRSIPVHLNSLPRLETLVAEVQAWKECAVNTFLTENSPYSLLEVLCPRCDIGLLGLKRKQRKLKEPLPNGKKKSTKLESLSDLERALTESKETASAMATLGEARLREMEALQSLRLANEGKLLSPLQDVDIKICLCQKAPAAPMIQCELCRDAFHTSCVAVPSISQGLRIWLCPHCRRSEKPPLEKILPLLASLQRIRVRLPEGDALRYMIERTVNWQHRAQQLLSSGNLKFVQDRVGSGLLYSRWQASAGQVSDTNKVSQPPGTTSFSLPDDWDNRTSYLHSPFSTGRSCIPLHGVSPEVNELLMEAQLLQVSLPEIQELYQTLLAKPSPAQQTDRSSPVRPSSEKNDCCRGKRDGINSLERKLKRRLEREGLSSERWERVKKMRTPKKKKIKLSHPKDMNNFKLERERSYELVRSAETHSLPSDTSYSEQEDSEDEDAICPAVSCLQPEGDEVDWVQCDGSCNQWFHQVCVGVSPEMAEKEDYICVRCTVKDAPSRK
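Measured: NADH fluorescence change, 30 min, RT. System: KDM5BΔAP 200 nM final, H3K4me3 peptide, α-KG, Fe(II), ascorbate, NAD⁺ plus FDH, pH 7.5 HEPES. Compounds: titrated, 10 min pre-incubation with enzyme.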
* = called active by the depositor; ? = inconclusive; [ ] = dose if it differs, or a comment. Potency means the concentration at half of the fitted maximal effect. Some of the compounds tested; count on the stated rates, not on these rows.

compound | KDM5B inhibitor
Cc1nnc(NCc2ccccc2)c2c1nnn2Cc1ccccc1Cl | 9%
Cc1cccc(OCC(=O)Nc2ccccc2C(=O)OCc2cc(=O)n3ccsc3n2)c1 | -30%
Cc1cccc(N2CCN(Cc3ncc(-c4ccc(Cl)cc4)o3)CC2)c1 | -2%
CC(=O)Nc1ccc(C(=O)NC[C@@H]2C=C(C)[C@H](CC(=O)NC3CCCC3)C[C@H]2C(C)C)cc1 | -6%
COC(=O)C(C)NC(=O)c1ccc(COC(C)=O)cc1 (centres undefined) | 16%
CC(C(=O)NCCc1ccccc1)N1C(=O)COc2ccc(C(=O)COc3ccc(Cl)cc3)cc21 (centres undefined) | -2%
COc1ccc(CN2C(=O)c3oc4ccccc4c(=O)c3C2c2ccc(O)c(OC)c2)cc1 (centres undefined) | -2%
Cc1cc(F)ccc1NC(=O)c1ccc2c(c1)n(Cc1cccc(F)c1)c(=O)c1ccnn12 | -18%
Fc1ccccc1Oc1nc(-c2ccncc2)nc2ccccc12 | -5%
O=C(COc1cc(O)c2c(=O)cc(-c3ccccc3)oc2c1)NCCOCCO | -13%
Cc1ccccc1C(=O)N1CCn2c(nn(-c3ccc(F)cc3)c2=O)C1 | -3%[86.2 µM]
COc1ccccc1OCCn1c(NC(=O)c2ccc(Cl)cc2)nc2ccccc21 | 0%
NC(=O)CNC(=O)c1ccc(CNCc2ccc(C(F)(F)F)cc2)cc1 | 8%
O=C(COC(=O)c1sc2cc(F)ccc2c1Cl)Nc1ccccc1 | -12%
COCCNc1ccc2nnc(-c3ccc(OC)cn3)n2n1 | 40µM*
CNC(=O)c1ccc(-c2nc(CN3CCN(S(=O)(=O)c4ccccc4)CC3)c(C)o2)cc1 | -15%
Cc1cccc(C2CCCN2C(=O)c2cc(C(C)C)on2)c1 (centres undefined) | 7%
O=C(CSc1nc2ccccc2c(=O)n1-c1ncn[nH]1)Nc1cccc(F)c1 | 17%
Cc1nc2scc(CC(=O)NCc3ccco3)n2c(=O)c1-c1cc(C)n(-c2ccccc2F)n1 | 28µM*
O=C(Nc1ncn[nH]1)c1cccc(S(=O)(=O)N2CCCCC2)c1 | 7%

More compounds follow.
compound | KDM5B inhibitor
O=C(Cc1cccnc1)N1CCC(Oc2ccccc2-c2nc(C3CC3)no2)C1 (centres undefined) | ?
CCOc1ccc(NC(=O)CC2C(=O)N(c3ccc(C)cc3)C(=O)N2C2CCCCC2)cc1 (centres undefined) | -24%
C=CCn1c(N2CCN(c3ccccc3)CC2)nc2c1c(=O)[nH]c(=O)n2C | 21%
CC(C)c1ccc(NC(=S)NC2CCSc3ccccc32)cc1 (centres undefined) | -5%
CN(C)CCSc1nc(N2CCOCC2)c2c(c1C#N)CCCC2 | -17%
O=C(O)C1=NOC2CN([S+](=O)([O-])c3cc(C(F)(F)F)cc(C(F)(F)F)c3)CC12 (centres undefined) | -19%[115 µM]
Cc1cc(C[C@@H]2COC[C@@H]2NC(=O)c2ccc(CSc3ncccn3)o2)on1 | 14%
CCc1nc(SCC(=O)O)c2c3c(sc2n1)COC(C)(C)C3 | -17%
COc1ccc(-c2cc(CC3(NCc4cccc(OC)c4)COC3)no2)cc1 | -6%[86.2 µM]
O=C(c1ccncc1)N1CC2CCC(C1)N2Cc1ccc(-c2ccccc2)cc1 | 11%
Cc1noc(C)c1S(=O)(=O)N1CC(c2noc(C3CCCN3C)n2)C1 (centres undefined) | 12%
COc1ccc(C(=O)N[C@H]2CC[C@]3(C)CCC([C@H](C)C(=O)N(C)Cc4cccnc4)[C@H](O)[C@H]3[C@@H]2C)cc1 (some centres undefined) | 29%
COc1cc(/C=C(/C#N)c2nc3ccccc3[nH]2)cc2c1OCCO2 | 87%[activator]
O=C(CCCc1c[nH]c2ccccc12)NC1CCc2n[nH]c(=O)n2CC1 (centres undefined) | -15%
COc1ccc(Cn2ccc3nc(C)c(C(=O)N4CCN(c5cccc(OC)c5)CC4)cc3c2=O)cc1 | -27%
CCn1cc(S(=O)(=O)N2CCC3(CC2)CC(N2CCOCC2)CCO3)cn1 (centres undefined) | 6%
CC1=C[C@@H](CN2CCN(c3ncccn3)CC2)[C@H](C(C)C)C[C@H]1Cc1nnc(-c2ccc(N(C)C)cc2)o1 | ?
O=C(c1ccco1)N1CCC(C(=O)N2CCN(C(=O)c3ccco3)CC2)CC1 | -15%
COc1ccc(OC)c(NC(=O)c2cc3cccc(OC)c3oc2=O)c1 | 6%
CCOC(=O)C1CCN(C(=O)C2COC3(CCC(C)CC3)N2C(=O)c2cccc(F)c2)CC1 (centres undefined) | -12%

Pulled by structure from the list above, five records:
compound | KDM5B inhibitor
CC(C)c1ccc(NC(=S)NC2CCSc3ccccc32)cc1 (centres undefined) | -5%
O=C(CCCc1c[nH]c2ccccc12)NC1CCc2n[nH]c(=O)n2CC1 (centres undefined) | -15%
COc1ccc(OC)c(NC(=O)c2cc3cccc(OC)c3oc2=O)c1 | 6%
COc1ccc(-c2cc(CC3(NCc4cccc(OC)c4)COC3)no2)cc1 | -6%[86.2 µM]
CN(C)CCSc1nc(N2CCOCC2)c2c(c1C#N)CCCC2 | -17%

Continued:
compound | KDM5B inhibitor
Cc1cccn2c(=O)c3cc(C(=O)NCc4cccnc4)c(=N)n(CCCO)c3nc12 | ?
CCCNC(=O)C1COC2(CCN(C(=O)c3ccccc3F)CC2)N1C(=O)c1cccc(F)c1 (centres undefined) | -8%
CC1(c2ccc3ccccc3c2)NC(=O)N(CC(=O)N2CCN(S(=O)(=O)c3ccccc3F)CC2)C1=O (centres undefined) | -3%
Cc1csc(CNC(=O)c2ccc(CNC(=O)c3cccs3)cc2)n1 | 0%
CCN(CC(=O)NCc1ccc(Cl)cc1)C(=O)CN1C(=O)NC(CC)(c2ccccc2)C1=O (centres undefined) | 30%
Cc1ccc(NC(=O)Cn2c(=O)c3c(C)cc(C)nc3n(-c3ccccc3)c2=O)c(Cl)c1 | 9%
Cc1ccc(-c2nnn(Cc3cc(Cl)c4c(c3)OCCCO4)n2)cc1 | 11%
CCCc1noc(-c2cccn3c(CNC(=O)c4cc(Cl)ccc4F)nnc23)n1 | 22µM*
COc1cccc(-c2cc(C(=O)O)c3cc(C)cc(C)c3n2)c1 | ?
Cc1ccccc1-c1cc2nc(C)c(Cl)c(=O)n2[nH]1 | ?
CC(Sc1nnc(-c2c[nH]c3ccccc23)o1)C(=O)NC(=O)NC1CCCCC1 (centres undefined) | -5%
CN(c1cccc2cccnc12)S(=O)(=O)c1ccccc1 | -7%
COc1cc(C2C3=C(CCCC3=O)OC3=C2C(=O)CCC3)ccc1OCc1ccc(C(=O)O)cc1 | 9%
CSc1ccc(CCNC(=O)C(CCS(C)(=O)=O)N2Cc3ccccc3C2=O)cc1 (centres undefined) | -15%
O=C(Nc1ccc(F)cc1)N1CCN(c2ccccc2F)CC1 | -2%
Cc1nc([C@@H]2CN(C(=O)c3cc(C4CC4)[nH]n3)C[C@H]2C(N)=O)n[nH]1 | -69%
O=C1CN(C(=O)C2CCCCC2)C(c2ccccc2)c2cc(F)ccc2N1 (centres undefined) | -8%
CCN(CCCNC(=O)c1cc2cc3ccc(OC)cc3nc2s1)c1ccccc1 | ?
O=C(NCCCN1CCCCCC1)C1CCC1 | -13%
CN1C[C@H](O)C[C@H]1c1nnc2n1CCN(C(=O)c1cccs1)CC2 | -2%

Next section.
compound | KDM5B inhibitor
CC(C)(CNC(=O)c1cccc(S(=O)(=O)Nc2ccc(SC(F)F)cc2)c1)N1CCOCC1 | -28%
CCCNc1c(NS(=O)(=O)c2ccccc2Cl)c(=O)oc2ccccc12 | 4%
CCC(C)c1ccc(Nc2nc(-c3ccc(S(=O)(=O)N4CCCC4)cc3)cs2)cc1 (centres undefined) | -155%
COc1ccc(CN2C(=O)COC[C@H]2C(=O)NCCc2c[nH]c3ccccc23)c(OC)c1 | -9%
COC(=O)NC1c2ccccc2Oc2ccc(C)cc21 (centres undefined) | 23%
O=C(c1ccc(Cl)cc1)N1CCn2c(nn(-c3ccc(Cl)cc3)c2=O)C1 | 2%[115 µM]
COc1cccc(NC(=O)c2c(F)cccc2F)c1 | -3%
COC1C(=O)N(C2CCN(S(=O)(=O)c3c(C)noc3C)CC2)C12CCOCC2 (centres undefined) | 2%
CCNc1c(NS(=O)(=O)c2ccc(C)cc2)c(=O)oc2ccccc12 | -11%
COc1ccc(S(=O)(=O)N2CCN(c3cc(N4CCCC4)nc(C)n3)CC2)cc1OC | ?
O=C(Cc1cccs1)N/N=C/c1cccc2ccccc12 | ?
CCOC(=O)c1ccc(NC(=O)C2CC(=O)Nc3ncnn32)cc1 (centres undefined) | 19%
COc1ccc(N(C(=O)c2cc(OC)c(OC)c(OC)c2)S(=O)(=O)c2ccc(C)cc2)cc1 | -28%
Cn1cc(CCCNC(=O)C2CC(=O)N(C3CC3)C2)cn1 (centres undefined) | 11%
CC(C)OCCCNc1nc2c(c(=O)n(C)c(=O)n2C)n1Cc1ccc(Br)cc1 | 19%
Cc1cccc(-n2nnnc2C2(Nc3ccccc3C)CCCCC2)c1 | -7%
CCOC(=O)N1CCC(NC(=O)c2ccc3c(c2)N(Cc2cc(C)ccc2C)C(=O)c2ccccc2S3=O)CC1 (centres undefined) | -18%
CN(C)c1c(F)cc(C(=O)NCc2ccccc2)cc1F | 23%
CCn1c(SC(C(=O)N2CCOCC2)c2ccccc2)nnc1-c1ccccc1OC (centres undefined) | 6%
COc1ccc(-c2c3c(=O)n(C)c(=O)n(C)c3c3c(C)nc4ccccc4n23)cc1 | ?

(more compounds)
compound | KDM5B inhibitor
Cc1ccc(NC(=O)N2CCN(c3cccc(Cl)c3)CC2)cc1C | ?
CN(CC(=O)NC(=O)NC1CCCC1)c1ccccc1 | 21%
O=C(N/N=C/c1ccc([N+](=O)[O-])o1)c1ccc(NC(=O)C2CCCCC2)cc1 | 5%
CN1C(=O)c2cccn2CC1C(=O)NC1CCCC1 (centres undefined) | 1%
O=C(O)c1cccc(-c2cccc(O)c2)c1 | 1%[230 µM]
O=C(Cn1nc(-c2ccccc2)c2ccccc2c1=O)NN1CCOCC1 | 21%
O=C(NCc1ccccc1F)c1ccc(CN2CC(=O)N3CCCCC3C2=O)cc1 (centres undefined) | -10%
CS(=O)(=O)c1ccc(F)c(NCc2ccccc2Cl)c1 | -13%
COc1ccccc1NS(=O)(=O)c1ccc2oc(SC(C)C(=O)N3CCCC3)nc2c1 (centres undefined) | 2%
Cn1ccnc1CNC(=O)C[C@@H]1C[C@H]2O[C@H](CNCc3ccncc3F)[C@@H](O)[C@H]2O1 | 10%[86.2 µM]
O=C(COC(=O)c1cc(S(=O)(=O)N2CCOCC2)ccc1Cl)NCc1ccc2c(c1)OCO2 | 8%
CC(c1ccon1)N(C)C(=O)c1ccc(OC2CCN(S(=O)(=O)N(C)C)CC2)cc1 (centres undefined) | 10%
COc1ccc(NC(=O)c2oc3ccccc3c2NC(=O)c2cc3ccccc3o2)cc1 | 98%[activator]
O=S(=O)(c1ccc(F)c(F)c1)N1CCN(Cc2ccc3c(c2)CCO3)CC1 | 5%
Cc1cccc(C(=O)N2CCC3(CC2)CC(CC(=O)N2CCOCC2)CCO3)c1 (centres undefined) | 29%
CN1C(=O)Cc2cc(C(=O)NC3CCCCCC3)ccc21 | -8%
Cc1cc(C)cc(N2C(=O)CCSC23C(=O)N(Cc2ccccc2)c2ccccc23)c1 (centres undefined) | -13%
O=C(NCc1ccccc1)c1cc2ccccc2o1 | -16%
Cc1nc2nc(N(Cc3ccc(Cl)cc3)C(=O)c3ccco3)[nH]n2c(=O)c1Cc1ccccc1 | 15%
CC(C)N(Cc1cnn(C)c1)C(=O)C1CC(=O)N(c2ccccc2)C1 (centres undefined) | -1%

Compounds above that have a furan ring, fused or not:
compound | KDM5B inhibitor
Cc1nc2scc(CC(=O)NCc3ccco3)n2c(=O)c1-c1cc(C)n(-c2ccccc2F)n1 | 28µM*
Cc1cc(C[C@@H]2COC[C@@H]2NC(=O)c2ccc(CSc3ncccn3)o2)on1 | 14%
O=C(c1ccco1)N1CCC(C(=O)N2CCN(C(=O)c3ccco3)CC2)CC1 | -15%
O=C(N/N=C/c1ccc([N+](=O)[O-])o1)c1ccc(NC(=O)C2CCCCC2)cc1 | 5%
COc1ccc(NC(=O)c2oc3ccccc3c2NC(=O)c2cc3ccccc3o2)cc1 | 98%[activator]
O=C(NCc1ccccc1)c1cc2ccccc2o1 | -16%
Cc1nc2nc(N(Cc3ccc(Cl)cc3)C(=O)c3ccco3)[nH]n2c(=O)c1Cc1ccccc1 | 15%

(continued)
compound | KDM5B inhibitor
CCOc1ccccc1NC(=O)CSc1nc2cc(OC)c(OC)cc2c2nc(CCn3c(C)nc4ccccc43)nn12 | -29%
O=C1NC(=Nc2cccnc2)S/C1=C/c1ccc(F)cc1 | 28%
Cc1cc(C(=O)N2CCc3nnc([C@@H]4C[C@@H](O)CN4C(C)C)n3CC2)nn1C | -8%
CC(C)CN(C(=O)CN1C(=O)C2CCCCC2C1=O)c1c(N)n(Cc2ccccc2)c(=O)[nH]c1=O (centres undefined) | -6%
CC(C)C(NS(C)(=O)=O)C(=O)NCc1cc(F)cc(F)c1 (centres undefined) | -7%
Cc1ccc(C(=O)Nc2cc(-c3nn(C)c(=O)c4ccccc34)ccc2N2CCOCC2)cc1 | -2%
CCOc1ccccc1NC(=O)Cn1c(=O)n(Cc2ccc(C(=O)NCCCOC)cc2)c(=O)c2ccccc21 | 12%
COc1ccc(C)cc1NC(=O)N(C)CC1CCOCC1 | 18%
CC(=O)c1cccc(S(=O)(=O)NCCC(=O)NC(C)C)c1 | -13%
